CYP2C19 inh: blocks human cytochrome P450 2C19 | P33261 | CYP2C19 Supersomes, luciferin-H EGE luminescence, 30 min | inhibition, % at 5 µM | 96,000 tested, 21% active | AID 778;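 active means CYP2C19 inhibition above a set limit at 5 µM in the primary screen, cut at about 50% in these data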;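 further: plate controls were negative control wells for no effect and 2.5 mM tranylcypromine positive control for full effect; values of inactives mirror those of a sister screen read the other way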
Target sequence (P33261 whole entry, looked up): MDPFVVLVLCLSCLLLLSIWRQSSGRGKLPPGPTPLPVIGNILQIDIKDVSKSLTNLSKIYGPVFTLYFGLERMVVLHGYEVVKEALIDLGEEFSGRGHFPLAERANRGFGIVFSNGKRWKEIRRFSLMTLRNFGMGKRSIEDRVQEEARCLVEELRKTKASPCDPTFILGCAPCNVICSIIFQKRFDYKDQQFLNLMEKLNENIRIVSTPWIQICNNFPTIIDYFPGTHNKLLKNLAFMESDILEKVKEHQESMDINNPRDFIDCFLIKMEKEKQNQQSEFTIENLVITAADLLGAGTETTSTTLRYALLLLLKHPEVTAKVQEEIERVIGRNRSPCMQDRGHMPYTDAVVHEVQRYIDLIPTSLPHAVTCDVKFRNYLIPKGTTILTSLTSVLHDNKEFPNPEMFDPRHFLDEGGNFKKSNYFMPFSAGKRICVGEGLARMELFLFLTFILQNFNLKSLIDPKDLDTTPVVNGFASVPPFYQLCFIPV
VCAM1 TNFa inh: reduces TNF alpha induced VCAM1 expression in HUVEC | HUVEC TNFa-induced VCAM-1 immunofluorescence, high-content imaging | inhibition, % at 2 µM | 95,000 tested, 0.48% active | AID 802;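 active means inhibition above the batch mean plus 3 SD, with images confirmed as a hit by eye, cut at about 37% in these data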;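 further: 0% = TNF-stimulated DMSO wells and 100% = unstimulated control wells; not every result past the cut was called active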
CYP2C9 activ: activators of human CYP2C9; activation factor at 5 µM; recombinant CYP2C9, luciferin-H conversion, luminescence; active compounds read high; factor 1 = untreated enzyme, 0 = blocked; 96,000 tested, 1.4% active; P11712;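 active means activation factor of 2 or more for CYP2C9 at a 5 µM dose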;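 further: 0 = sulfaphenazole-blocked wells and 1 = vehicle-only wells; values of inactives mirror those of a sister screen read the other way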
Target sequence (P11712 whole entry, looked up): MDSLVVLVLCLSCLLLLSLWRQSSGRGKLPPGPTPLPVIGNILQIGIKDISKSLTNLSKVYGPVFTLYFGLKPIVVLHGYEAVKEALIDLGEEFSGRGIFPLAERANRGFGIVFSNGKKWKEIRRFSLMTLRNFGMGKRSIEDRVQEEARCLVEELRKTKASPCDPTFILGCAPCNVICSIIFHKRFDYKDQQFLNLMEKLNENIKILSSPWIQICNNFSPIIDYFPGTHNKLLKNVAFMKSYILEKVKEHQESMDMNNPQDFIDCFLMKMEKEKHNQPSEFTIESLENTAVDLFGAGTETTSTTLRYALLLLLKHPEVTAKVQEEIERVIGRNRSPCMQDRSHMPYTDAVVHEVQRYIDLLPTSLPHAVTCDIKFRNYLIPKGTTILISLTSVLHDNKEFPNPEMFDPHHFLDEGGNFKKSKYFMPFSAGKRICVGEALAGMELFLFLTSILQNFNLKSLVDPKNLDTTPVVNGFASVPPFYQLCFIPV
DAT uptake mod: human DAT dopamine uptake with cocaine, either direction; Q01959; LLC-PK1 hDAT cells, [14C]-dopamine uptake with cocaine IC80; actives deviate in either direction; B-score at 10 µM; 110,000 tested, 1.3% active;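 active means Z score or B-score, a plate-position-corrected score, falls beyond the plate's 99.7% confidence bounds, in either direction; inactive means both scores lie inside the 99.7% bounds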;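 further: scored against the spread of the other compound wells on the same plate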
IL1B cytotox: HUVEC cytotoxicity counter-screen, IL-1B stimulated. HUVEC cell count loss, Hoechst imaging. 94,000 tested, 0.41% active. AID 845. cell count reduction, % at 2 µM;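 active means cell count reduction more than 3 SD above the screen-wide mean, cut at about 70% in these data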;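 further: normalized per plate to untreated control cells as the no-loss baseline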
CYP2C19 activ: cytochrome P450 2C19 (human) activation; activation factor at 5 µM; recombinant CYP2C19, luciferin-H EGE luminescence; active compounds read high; 0 = fully inhibited enzyme, 1 = untreated enzyme; 96,000 tested, under 10 active; P33261; AID 1025;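 active means activation factor of at least 2 at 5 µM in the primary screen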;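 further: 0 = wells with 2.5 mM tranylcypromine and 1 = vehicle-only wells; values of inactives mirror those of a sister screen read the other way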
HUVEC tox TNFa: toxic to HUVEC cells under TNF alpha stimulation. HUVEC TNFalpha-stimulated, Hoechst cell count, imaging. cell count reduction, % at 2 µM. 93,000 tested, 0.17% active. AID 848;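 active means cell count reduction exceeding the screen mean by over 5 SD, scaled to untreated wells per plate, cut at about 78% in these data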;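 further: cells counted after 24 h of TNF alpha exposure following the 1 h pretreatment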
Calb biofilm kill: kills Candida albicans biofilms; C. albicans biofilm + clotrimazole, Alamar Blue; inhibition, % at 6 µM; 85,000 tested, 0.14% active; AID 834;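 active means inhibition above 20%; inactive means inhibition below 20%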;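 further: preformed 24 hr biofilms exposed to compound for 48 hr; 0% = biofilm without compound and 100% = blank killed by clotrimazole plus chlorhexidine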
CYP2C9 inh: blocks human cytochrome P450 2C9; CYP2C9 Supersomes, luciferin-H conversion, luminescence; inhibition, % at 5 µM; 96,000 tested, 20% active; AID 777;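 active means blocking of liver enzyme CYP2C9 beyond about 50% at 5 µM, limit read from the data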; further: values of inactives mirror those of a sister screen read the other way
* hit, by the source's call; / = no result given.

SMILES	CYP2C19 inh	VCAM1 TNFa inh	CYP2C9 activ	DAT uptake mod	IL1B cytotox	CYP2C19 activ	HUVEC tox TNFa	Calb biofilm kill	CYP2C9 inh
CCOC(=O)N1CCN(C(=O)c2ccc3nc4cc(Cl)ccc4c(=O)n3c2)CC1	/	-8	/	-0.96	-23	/	-10	8	/
Cc1c(C(=O)N2CCCCC2)sc(NC(=O)C2CC2)c1C#N	54*	2	0.4	0.17	-12	0.5	9	5	56*
O=C(CSc1cccc(C(F)(F)F)c1)Nc1ccc(Cl)cc1Cl	96*	-3	1.7	0.87	-68	0	4	/	-68
O=S(=O)(NCc1ccccc1)c1ccc(S(=O)(=O)N(Cc2ccccn2)C2CCCC2)cc1	/	-45	/	0.9	-31	/	-25	0	/
O=C(c1cc2c(s1)-c1ccccc1OC2)N1CCN(c2ccccn2)CC1	17	-4	0.8	-0.0088	7	0.8	-48	4	20
NC(=O)c1ccc(NC(=O)CSC2=Nc3ccccc3C3CC=NN23)cc1 (stereo unspecified)	-4	8	0.8	-0.28	2	1	-4	/	22
CCCC(=O)Nc1nc(C)c(-c2csc(Nc3ccccc3OC)n2)s1	32	8	0.3	0.35	4	0.7	-10	/	66*
COc1cc(NC(=O)CCNC(=O)Cn2cnc3ccccc3c2=O)cc(OC)c1OC	0	24	0.8	-0.63	-4	1	-4	1	15
CCOC(=O)C1=C(NC#N)OC(C)=C(C)C1c1ccc(O)cc1 (stereo unspecified)	96*	0	0.3	-0.18	-22	0	8	7	70*
O=C(Cc1ccccc1)Nc1cccc(N2CCCC2)c1	26	-39	0.2	0.52	-25	0.7	-33	2	77*
CCOc1ccc(C(=O)Nc2c3c(nn2-c2ccc(C)cc2)CS(=O)C3)cc1OCC (stereo unspecified)	-18	8	0.9	0.22	-86	1.2	-11	5	9
Cn1c(NC(=O)CCc2ccccc2)cc(=O)n(C)c1=O	40	7	0.9	0.28	-17	0.6	-28	11	7
Cc1cc(C)cc(C(=O)/C=C2\NC(=O)CS2)c1	-10	-2	1.1	-0.62	-10	1.1	-8	4	-9
Cc1nc(N2CCCCC2)c2sc(=S)n(C)c2n1	6	24	0.9	-0.93	-33	0.9	-27	/	13
O=S(=O)(Nc1ccc(F)cc1)c1ccc(NC(=S)Nc2ccccc2)cc1	57*	0	0.1	/	10	0.4	-12	/	86*
COC(=O)Nc1ccc(S(=O)(=O)Nc2cccc3ccccc23)cc1	/	17	/	0.21	-27	/	-4	-1	/
CCOC(=O)Cn1ccc(O)c(Cc2ccc(Cl)cc2Cl)c1=O	21	-1	0.8	0.28	20	0.8	20	/	20
Cn1c(=O)n(C)c2cc(C(=O)Nc3ccc4c(c3)OCO4)ccc21	-14	4	1.1	0.82	-10	1.1	-3	-2	-11
O=C(CSc1nnc(Cc2cc(=O)[nH]c(=O)[nH]2)n1-c1ccccc1)N1CCCCC1	-10	12	1.1	-0.55	-10	1.1	-27	1	-10
CCc1noc(C)c1C(=O)Nc1ncc(C)s1	47	18	0.7	-0.38	31	0.5	-27	6	33
COc1ccc(OC)c(NC(=O)c2nnn(Cc3ccccc3C)c2N)c1	16	16	2.1*	-0.38	1	0.8	-19	/	-115
COc1cc(C2c3c(oc4ccccc4c3=O)C(=O)N2CCN2CCOCC2)cc(OC)c1OC (stereo unspecified)	15	/	1	0.15	/	0.9	/	5	4
COC(=O)C1=C(C(=O)OC)SC2(S1)C(C(=O)OC)=C(C(=O)OC)SC1=C2c2cc(C)ccc2NC1(C)C	82*	1	0.1	0.83	11	0.2	-3	-2	87*
Cc1nonc1OCCNC(=O)C12CC3CC(CC(C3)C1)C2	8	3	1	0.26	9	0.9	-16	6	-3

One compound at a time (already shown).
Cc1nc(N2CCCCC2)c2sc(=S)n(C)c2n1 is listed with CYP2C19 inh = 6; VCAM1 TNFa inh = 24; CYP2C9 activ = 0.9; DAT uptake mod = -0.93; IL1B cytotox = -33; CYP2C19 activ = 0.9; HUVEC tox TNFa = -27; Calb biofilm kill = /; CYP2C9 inh = 13
Cc1cc(C)cc(C(=O)/C=C2\NC(=O)CS2)c1 is listed with CYP2C19 inh = -10; VCAM1 TNFa inh = -2; CYP2C9 activ = 1.1; DAT uptake mod = -0.62; IL1B cytotox = -10; CYP2C19 activ = 1.1; HUVEC tox TNFa = -8; Calb biofilm kill = 4; CYP2C9 inh = -9

(listing goes on)
SMILES	CYP2C19 inh	VCAM1 TNFa inh	CYP2C9 activ	DAT uptake mod	IL1B cytotox	CYP2C19 activ	HUVEC tox TNFa	Calb biofilm kill	CYP2C9 inh
CCCOC(=O)CSc1nnc(-c2ccccc2Cl)o1	67*	7	1.1	0.18	17	0.3	-8	2	-7
CCN(CC)c1nc(C)c2c(c1C#N)CC(C)(C)OC2	21	-8	0.8	-0.31	-4	0.8	-42	5	22
O=C(NCc1ccccc1)C(c1ccc(F)cc1)N(Cc1ccco1)C(=O)c1ccccn1 (stereo unspecified)	62*	8	0.8	/	12	0.4	-22	1	23
CCCCc1ccc(NC(=O)C2CCCO2)cc1 (stereo unspecified)	11	-34	0.8	0.18	-13	0.9	5	0	20
CN(Cc1cnn(C)c1)C(=O)c1sc2cccc(Cl)c2c1Cl	-35	-13	1	0.6	-2	1.4	34	0	-4
Cc1cc(C(=O)CN2C(=O)NC(Cc3c[nH]c4ccccc34)C2=O)c(C)n1C (stereo unspecified)	67*	-6	0.8	1.4	3	0.3	-6	/	19
O=C(CN1CCN(c2ccccc2)CC1)Nc1cccc(C(F)(F)F)c1	27	6	0.7	-0.074	-45	0.7	-4	4	29
Cc1ccc(-c2nnn(CC(=O)N(CC(=O)NC3CCCCC3)c3ccc(F)c(Cl)c3)n2)o1	/	27	/	0.53	0	/	-10	-2	/
CCC1CCCN1Cn1cnc2c([nH]c3ccc(OC)cc32)c1=O (stereo unspecified)	10	2	0.8	-0.59	-6	0.9	4	4	18
COc1ccc(C(=O)C/C(=C\C(=O)c2ccc(C)cc2)c2ccccc2)cc1	48	7	0.3	0.023	/	0.5	-14	/	74*
CCN(CC)C(=O)c1sc(NC(=O)c2ccc(Br)o2)c(C(=O)OC)c1C	28	0	0.7	0.43	-11	0.7	-13	0	34
CCCCCc1nnc(NC(=O)C2CCCO2)s1 (stereo unspecified)	6	-6	0.9	0.51	25	0.9	5	8	9
COc1ccc(-c2ccc(=O)n(Cc3cc(=O)n4ccccc4n3)n2)cc1	42	26	0.9	1.2	1	0.6	-2	1	12
Clc1ccc(Nc2nc3ccccc3n3nnnc23)cc1	-3	37	0.7	-0.051	11	1	8	5	25
C=C(C)Cn1c(N2CCN(CC)CC2)nc2c1c(=O)[nH]c(=O)n2C	-24	6	1.1	0.86	2	1.2	-8	4	-14
COc1cccc(CN2CCN(C(=O)c3cccs3)CC2)c1OC	50	/	0.8	0.2	/	0.5	/	7	16
O=C1OC(N2CCN(c3ccccn3)CC2)c2ccccc21 (stereo unspecified)	-6	3	1.1	-0.53	-39	1.1	-23	2	-7
CCSc1nnc(NC(=O)c2cc(C)oc2C)s1	14	6	0.8	0.67	14	0.9	-5	6	23
Cn1c(=O)c2c(nc(SC3C(=O)CC(C)(C)CC3=O)n2C)n(C)c1=O	-22	/	1.3	-0.00015	/	1.2	/	-1	-32
CCc1nc(N2CCCCC2)c2oc3ccccc3c2n1	7	15	1	-0.61	-29	0.9	-27	7	4
O=C(COc1ccc(Br)cc1)c1ccc2c(c1)CCCC2	52*	-17	1.6	-0.024	6	0.5	14	/	-62
Cc1ccc(OCCCn2ccnc2)cc1C	100*	0	0	0.25	-7	0	/	5	96*
COc1ccc(S(=O)(=O)Cc2ccc(C(=O)NCc3cccnc3)o2)cc1	90*	3	0.4	-0.034	-5	0.1	-17	4	58*
COc1ccc(CCNC(=O)Cn2c(=O)cnc3ccccc32)cc1	39	-2	0.9	-0.015	-5	0.6	-42	7	7
COC(=O)c1ccc(NS(=O)(=O)N(C)C)cc1	87*	10	0.2	-0.68	-18	0.1	0	1	79*
CCOc1ccc(N2CC(C(=O)NCc3ccc(F)cc3)CC2=O)cc1 (stereo unspecified)	-8	7	0.9	-0.21	19	1.1	-21	/	13
CN1CCN(C(=O)C2CCCCC2C(=O)O)CC1 (stereo unspecified)	-1	14	1.1	-0.61	-44	1	-4	9	-15
O=P1(O)C=C(c2ccccc2)OC(c2ccccc2)=C1	-17	/	1.2	/	/	1.2	/	6	-17
Cc1c(NC(=O)c2cnn3c(C(F)(F)F)cc(-c4ccco4)nc23)c(=O)n(-c2ccccc2)n1C	15	0	0.6	-0.026	10	0.8	0	-4	39
COC(=O)NCC(C)OC(=O)Nc1cccc(Cl)c1 (stereo unspecified)	59*	-28	0.6	-1.3	-47	0.4	-8	10	35
COc1cccc(CN(CC(=O)NCC2CCCO2)C(=O)CNS(=O)(=O)c2ccccc2)c1 (stereo unspecified)	/	7	/	0.42	13	/	-26	9	/
COc1ccc(OC)c(-n2c(-c3ccc(S(C)(=O)=O)cc3)cc(C=O)c2C)c1	60*	-5	0.3	-0.24	-8	0.4	-19	6	66*
COCCn1c(SCC(=O)c2ccc3c(c2)OCCO3)nnc1-c1ccoc1C	22	1	0.6	-0.0075	-1	0.8	-3	10	45
O=C(c1ccccc1-c1nc(-c2ccccc2)no1)N1CCCC1	/	7	/	1.6	8	/	19	/	/
Cc1cccc(-c2c3c(=O)n(C)c(=O)n(C)c3cn2C(C)(C)C)c1	16	-5	0.8	0.89	-15	0.8	-9	1	20
Cc1ccc(S(=O)(=O)NC2=NCN(CCc3ccccc3)CN2)cc1	4	-18	1.2	0.29	-16	1	-17	-2	-23
CCOc1cc(C)c(Cl)cc1S(=O)(=O)N(CC)CC	53*	-4	2*	-0.21	1	0.5	28	10	-100
CN1C(=O)CC(N2CCN(Cc3ccc(Cl)cc3)CC2)C1=O (stereo unspecified)	23	-10	0.9	0.42	13	0.8	-16	/	7
CCc1cccc2c(C(=O)COC(=O)c3c(C)noc3C)c[nH]c12	11	-12	0.9	1.2	11	0.9	9	-3	7
C=CCn1c(SCC#N)nc2ccccc2c1=O	48	11	0.7	-0.26	5	0.5	-20	-1	30
O=C(NCc1ccco1)C(Cc1ccccc1)N1C(=O)C2C3C=CC(C3)C2C1=O (stereo unspecified)	49	6	0.7	0.6	12	0.5	-16	8	27
COc1cccc(NC(=O)Cc2ccccc2)c1	94*	-4	0.7	0.43	-17	0.1	-7	2	31
NC(=O)C1CCN(CCC(=O)Nc2ccc3c(c2)CCC3)CC1	/	1	/	0.14	-24	/	-16	7	/
CCc1ccc(C2CC(c3cccc(OC)c3)n3nc(N)nc3N2)cc1 (stereo unspecified)	12	/	1	0.37	/	0.9	/	5	5
CCc1ccc(OC)c(S(=O)(=O)Nc2ccccc2C)c1	34	1	0.3	0.012	-20	0.7	-7	1	73*
Cc1ccc(OCn2c(=O)sc3ccccc32)cc1	56*	5	0.6	-0.065	-55	0.4	-11	1	38
COc1ccc(NS(=O)(=O)c2c(C)[nH]c(=O)[nH]c2=O)c(OC)c1	-9	11	0.5	1.1	-24	1.1	-3	7	47
O=c1cc2c(n[nH]1)CCCC2	7	-12	1	-0.31	-16	0.9	-21	2	-2
O=S(=O)(NCC1CCN(S(=O)(=O)c2ccccc2)CC1)c1ccccc1	45	6	1	-0.099	-5	0.5	-12	3	-5
CCOC(=O)c1c(C)[nH]c(C(=O)O)c1C	11	/	0.7	-1	/	0.9	/	/	26
COc1ccc(C(=O)c2cc3ccc(O)cc3oc2=O)cc1	63*	-7	0.7	0.077	-8	0.4	5	6	35

Source: PubChem BioAssay (several laboratories)
